UGM FP inh – blocks M. tuberculosis UGM enzyme | AID 504406 | purified UGM, fluorescence polarization probe displacement | inhibition, % at 10 µM | actives 0.06% (n = 320,000) | P9WIQ1; in the data active = inhibition above about 10%, passing the limit was not always enough
Target sequence (P9WIQ1 whole entry, looked up): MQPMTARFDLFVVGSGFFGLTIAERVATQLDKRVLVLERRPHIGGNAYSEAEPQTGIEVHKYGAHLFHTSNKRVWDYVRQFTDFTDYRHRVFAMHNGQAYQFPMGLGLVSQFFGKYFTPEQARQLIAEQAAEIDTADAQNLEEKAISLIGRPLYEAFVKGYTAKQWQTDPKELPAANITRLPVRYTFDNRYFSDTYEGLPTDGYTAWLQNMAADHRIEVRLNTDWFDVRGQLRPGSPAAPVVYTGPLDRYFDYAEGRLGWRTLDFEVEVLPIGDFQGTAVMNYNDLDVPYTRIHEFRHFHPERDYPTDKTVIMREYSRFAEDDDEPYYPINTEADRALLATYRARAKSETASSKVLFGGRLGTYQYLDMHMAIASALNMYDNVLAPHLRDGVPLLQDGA
Mtb BioA inh – BioA (M. tuberculosis) enzyme inhibition | purified M. tuberculosis BioA enzyme, plate reader | inhibition, % at 9.99 µM | AID 602481 | actives 0.096% (n = 360,000); in the data active = inhibition above about 40%
FadD28 FP inh – M. tuberculosis FadD28 bisubstrate binding inhibition. AID 588549. inhibition, % at 12.5 µM. FadD28 bisubstrate probe binding, fluorescence polarization. actives 0.22% (n = 360,000); in the data active = inhibition above about 8.5%, passing the limit was not always enough
PfHsp40 yeast – restores yeast growth despite PfHsp40 toxicity. S. cerevisiae expressing PfHsp40, growth rescue, ATP luminescence. growth rescue, % at 12.5 µM. actives 0.68% (n = 340,000); in the data active = growth rescue above about 28%, passing the limit was not always enough;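 note: yeast W303a lacking pdr1 and pdr3 grown in galactose medium; growth measured after three days at 30 °C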
TcdB inh – TcdB glycohydrolase inhibition | P18177 | TcdB glycohydrolase enzymatic assay, plate reader | inhibition, % at 9.99 µM | actives 0.24% (n = 350,000) | AID 652162; in the data active = inhibition above about 10%
Yp Topo-I inh – Y. pestis Topo-I inhibition via cleavage products | activity, % at 10 µM | Y. pestis Topo-I cleavage product accumulation, plate reader | AID 504884 | actives 0.064% (n = 360,000); in the data active = activity above about 50%, passing the limit was not always enough; note: inactives centre near 2
BH1578 lux ind – inducers of Vibrio cholerae quorum light production without autoinducers. V. cholerae BH1578 lux reporter, luminescence, 6 h. activation, % at 18.7 µM. actives 0.16% (n = 350,000). AID 588436; in the data active = activation mostly above about 9.7%, no sharp cut-off; note: not every result past the cut was called active; inactives centre near 0; reference of the scale not given here
FBA Mtb inh – Mtb fructose-bisphosphate aldolase inhibition | P9WQA3 | purified M. tuberculosis FBA, fluorescence read-out | inhibition, % at 1 µM | actives 2.3% (n = 360,000) | AID 588726; in the data active = inhibition above about 27%;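 note: 0% = vehicle and 100% = reference inhibitor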
GDH-TPI counter – GDH-TPI coupled enzyme inhibition counter-screen | GDH-TPI coupled enzyme counterscreen, NADH absorbance | actives 1.2% (n = 360,000) | inhibition, % at 4.8 µM; in the data active = inhibition above about 30%;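 note: 0% = DMSO wells and 100% = wells lacking the enzyme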
* = called active by the depositor; i = inactive; . = not tested or not shown.

Letter code: A = UGM FP inh; B = Mtb BioA inh; C = FadD28 FP inh; D = PfHsp40 yeast; E = TcdB inh; F = Yp Topo-I inh; G = BH1578 lux ind; H = FBA Mtb inh; I = GDH-TPI counter
N#Cc1cccc(NC(=O)CCNC(=O)c2ccccc2Cl)c1
  A: 1.8	B: -0.5	C: .	D: 0.4	E: 1.2	F: 8	G: i	H: 1	I: -5
O=C(Nc1nnc(-c2ccc(F)cc2)s1)Nc1ccccc1F
  A: -1.0	B: -0.6	C: -1.3	D: .	E: -1.0	F: 0	G: -2.6	H: 1	I: 17
O=C(CNS(=O)(=O)c1c(Cl)cccc1Cl)OCc1csc(-c2ccccc2)n1
  A: 2.3	B: .	C: -3.8	D: -0.1	E: 0.7	F: 21	G: -0.2	H: 0	I: -3
CCN(CC)C(=O)[C@H]1CC(CC(=O)NCCc2ccccn2)C(=O)N2CCc3c([nH]c4ccccc34)[C@]12C (stereo partly drawn)
  A: -3.0	B: 0.0	C: -0.8	D: 0.1	E: 1.1	F: 11	G: i	H: -5	I: 1
Cc1cccc(NC(=O)CSc2cccc3cccnc23)c1
  A: -1.0	B: 1.7	C: 2.1	D: 0.9	E: -0.3	F: 3	G: i	H: 9	I: 9
COCCn1c(SCC(=O)N2CCCCC2)nc2ccccc2c1=O
  A: 8.1	B: 0.7	C: 1.3	D: 0.4	E: 0.6	F: 1	G: i	H: -1	I: 7

Quoted at random: 2 compounds from above
Letter code: A = UGM FP inh; B = Mtb BioA inh; C = FadD28 FP inh; D = PfHsp40 yeast; E = TcdB inh; F = Yp Topo-I inh; G = BH1578 lux ind; H = FBA Mtb inh; I = GDH-TPI counter
Cc1cccc(NC(=O)CSc2cccc3cccnc23)c1
  A: -1.0	B: 1.7	C: 2.1	D: 0.9	E: -0.3	F: 3	G: i	H: 9	I: 9
N#Cc1cccc(NC(=O)CCNC(=O)c2ccccc2Cl)c1
  A: 1.8	B: -0.5	C: .	D: 0.4	E: 1.2	F: 8	G: i	H: 1	I: -5

Structures from the list above with a Cl atom:
Letter code: A = UGM FP inh; B = Mtb BioA inh; C = FadD28 FP inh; D = PfHsp40 yeast; E = TcdB inh; F = Yp Topo-I inh; G = BH1578 lux ind; H = FBA Mtb inh; I = GDH-TPI counter
N#Cc1cccc(NC(=O)CCNC(=O)c2ccccc2Cl)c1
  A: 1.8	B: -0.5	C: .	D: 0.4	E: 1.2	F: 8	G: i	H: 1	I: -5
O=C(CNS(=O)(=O)c1c(Cl)cccc1Cl)OCc1csc(-c2ccccc2)n1
  A: 2.3	B: .	C: -3.8	D: -0.1	E: 0.7	F: 21	G: -0.2	H: 0	I: -3

Screening results (PubChem BioAssay)
